# NPY2 pot ag: NPY-Y2 potentiators or agonists, primary screen, cell-based | cells expressing NPY-Y2, potentiator/agonist read-out | activation, % at 3.6 µM | 220,000 tested, 0.45% active | AID 1359, 2008; in the data active = activation above about 27%;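 also: cells stimulated with NPY near EC25 plus isoproterenol at EC100; 0% = vehicle plus submaximal agonist and 100% = vehicle plus saturating agonist; some results beyond the cut were filed as inactive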
# RBBP9 inhibitor: human RBBP9 inhibitors, primary screen, biochemical, fluorescence polarization, FP-Rh probe, HTS. 220,000 tested, 0.2% active. recombinant RBBP9. inhibition, % at 7.94 µM. Serine hydrolase RBBP9 (Homo sapiens), O75884;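 active = inhibition above the campaign mean of all tested compounds plus 3 SD, cut at about 14% in these data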;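 also: plate controls were DMSO wells with RBBP9 for no effect and wells lacking RBBP9 protein for full effect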
# Target sequence (O75884 whole entry, looked up): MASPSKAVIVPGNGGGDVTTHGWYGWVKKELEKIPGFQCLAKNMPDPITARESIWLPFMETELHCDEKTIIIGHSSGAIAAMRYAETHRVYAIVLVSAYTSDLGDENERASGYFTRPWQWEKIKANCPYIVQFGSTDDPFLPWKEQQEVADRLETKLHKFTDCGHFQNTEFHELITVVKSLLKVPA
#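 system = RBBP9 protein | input = RBBP9 at 2.5 µM in dispensed solution, before mixing | measured by = fluorescence polarization (mP), excitation 525 nm, emission 598 nm | incubation = enzyme-compound preincubation 30 min, then probe labeling 45 min, 25 °C | buffer or medium = Tris-NaCl-Pluronic buffer, pH 8.0 | compound = single dose 7.94 µM | also added = FP-Rh probe, 375 nM dispensing solution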
# Ba/F3 V617F tox: reduced viability of JAK2V617F-dependent Ba/F3 cells, primary screen, JAK2V617F inhibitor project, cell-based, Ba/F3 EpoR-JAK2V617F, luminescence; ATP luminescence; inhibition, % at 5.6 µM; 220,000 tested, 1.1% active;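 active = inhibition above the campaign mean plus 3 SD over all tested compounds, cut at about 24% in these data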;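 also: cytokine-independent growth of Ba/F3 cells driven by EpoR plus mutant JAK2; 0% = DMSO-treated cells and 100% = JAK inhibitor I control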
# BaF3 parental: parental Ba/F3 cell viability inhibition, counter-screen for JAK2V617F inhibitor project, murine pro-B, CellTiter-Glo luminescence; CellTiter-Glo ATP luminescence; inhibition, % at 5.6 µM; 220,000 tested, 1.1% active;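 active = inhibition above a per-campaign cutoff, the mean inhibition of all tested compounds plus 3 SD, cut at about 27% in these data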;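 also: 0% = DMSO wells and 100% = JAK Inhibitor I control wells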
# Runt-CBFb FRET: inhibitors of RUNX1 Runt–CBFb binding, primary screen, biochemical, FRET, Cerulean-Runt, Venus-CBFb, uHTS. AID 1496, 2009. 220,000 tested, 0.46% active. Cerulean-Runt/Venus-CBFb FRET ratio 530/480, 1 h. Runt-related transcription factor 1 (Homo sapiens) + Core-binding factor subunit beta …. inhibition, % at 20 µM;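 active = inhibition over about 50% at 20 µM in the single-dose screen, limit read from the data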;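 also: 0% = DMSO wells and 100% = excess unlabeled CBFb competitor control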
#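 Doses: 20 µM compound in 1% DMSO | Material: Cerulean-labeled Runt domain protein | Amount: Each fluorescent fusion protein 100 nM | Schedule: Two 1 h room-temperature incubations shielded from light | Measured by: FRET fluorescence | Evaluation: Loss of energy transfer signal | Controls: Unlabeled CBFb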
# NPY1 pot ag: NPY-Y1 receptor potentiators or agonists, primary screen, cell-based | Neuropeptide Y receptor type 1 (Homo sapiens), P25929 | NPY-Y1 expressing cells, potentiator/agonist activation | activation, % at 3.6 µM | 220,000 tested, 0.37% active | AID 1304, 2008; in the data active = activation above about 33%, passing the limit was not always enough;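 also: cells stimulated with NPY at EC10 then isoproterenol at EC100; 0% = low agonist plus stimulus and 100% = saturating agonist plus stimulus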
# Target sequence (P25929 whole entry, looked up): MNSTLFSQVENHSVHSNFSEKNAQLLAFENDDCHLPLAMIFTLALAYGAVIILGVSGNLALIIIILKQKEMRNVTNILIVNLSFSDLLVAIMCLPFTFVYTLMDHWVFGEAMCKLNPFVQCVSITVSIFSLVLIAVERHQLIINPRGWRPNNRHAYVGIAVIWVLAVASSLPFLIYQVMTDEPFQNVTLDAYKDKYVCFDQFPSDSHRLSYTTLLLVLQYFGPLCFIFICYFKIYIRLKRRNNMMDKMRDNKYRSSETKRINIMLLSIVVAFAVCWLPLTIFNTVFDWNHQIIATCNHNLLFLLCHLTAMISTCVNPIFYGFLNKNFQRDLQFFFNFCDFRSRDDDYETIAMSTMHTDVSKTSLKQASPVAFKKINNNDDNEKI
# S1P4 ag: S1P4 receptor agonists, primary screen, cell-based; activation, % at 4.98 µM; S1P4-expressing cell line, agonist reporter assay; Sphingosine 1-phosphate receptor 4 (Homo sapiens), O95977; 220,000 tested, 0.35% active; AID 1509, 2009; in the data active = activation above about 11%;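 also: 0% = DMSO vehicle and 100% = reference agonist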
# Target sequence (O95977 whole entry, looked up): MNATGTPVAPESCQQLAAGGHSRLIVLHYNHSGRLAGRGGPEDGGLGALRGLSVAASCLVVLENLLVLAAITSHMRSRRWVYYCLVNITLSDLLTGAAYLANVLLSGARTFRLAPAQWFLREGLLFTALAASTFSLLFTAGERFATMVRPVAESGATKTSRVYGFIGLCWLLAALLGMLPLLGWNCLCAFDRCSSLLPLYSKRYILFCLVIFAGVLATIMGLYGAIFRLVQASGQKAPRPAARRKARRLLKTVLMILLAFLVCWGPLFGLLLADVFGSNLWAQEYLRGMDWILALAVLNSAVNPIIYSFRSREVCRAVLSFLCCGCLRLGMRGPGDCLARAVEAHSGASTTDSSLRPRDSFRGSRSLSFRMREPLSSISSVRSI
# NPY Y1 blocker: NPY-Y1 receptor antagonists, primary screen, cell-based. HEK293-CNG Y1 cells, membrane potential fluorescence; NPY at EC95, then isoproterenol. 200,000 tested, 1% active. Neuropeptide Y receptor type 1 (Homo sapiens), P25929. inhibition, % at 3.6 µM;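 active = inhibition above the campaign mean inhibition of all tested compounds plus 3 SD, cut at about 20% in these data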;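 also: 0% = DMSO wells given NPY plus isoproterenol and 100% = isoproterenol alone without NPY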
#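 Material: HEK293 Y1/CNG channel cell line; also added: NPY (25 nM), isoproterenol (1 µM), Ro 20-1724 (25 µM); doses: one concentration, 3.6 µM, in 0.4% DMSO; schedule: compound incubation 1 h at room temperature, readout 45 min post-stimulation; technique: membrane potential fluorescence; measure: fluorescence ratio normalized to % inhibition between controls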
# S1P4 antagonist: S1P4 receptor antagonists, primary screen, cell-based | inhibition, % at 4.98 µM | 220,000 tested, 0.26% active | AID 1510, 2009 | S1P4-expressing cells, antagonist mode, reporter read-out | Sphingosine 1-phosphate receptor 4 (Homo sapiens), O95977; in the data active = inhibition above about 29%;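 also: 0% = wells stimulated with agonist and 100% = vehicle wells without agonist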
# Numbers without * were called inactive; . = not tested or not shown. No enrichment for hits; about 3.6% have a hit in one of these screens.
SMILES,NPY2 pot ag,RBBP9 inhibitor,Ba/F3 V617F tox,BaF3 parental,Runt-CBFb FRET,NPY1 pot ag,S1P4 ag,NPY Y1 blocker,S1P4 antagonist
CC1CCC(C(=O)c2c(O)c3ccccc3oc2=O)CC1 (centres undefined),2,-11,1,5,2,-5,1.4,9,3
Cc1ccc(NC(=O)N2CCN(c3ccccn3)CC2)cc1,-1,7,-3,3,3,-8,-1.2,-2,-13
CCOC(=O)c1ccccc1NC(=O)CN(c1ccccc1C)S(C)(=O)=O,1,2,-3,4,-1,23,-1.4,1,-14
COc1cccc(C2CC(=O)C3=C(C2)Nc2ccccc2N(C(=O)CCC(=O)O)C3c2ccc(F)cc2)c1 (centres undefined),8,5,-4,-4,-2,5,0.1,.,-9
O=[N+]([O-])c1ccc(SCc2c(F)cccc2Cl)nc1,0,11,-6,1,1,-5,-0.6,.,2
COc1cc2c(cc1C1NC(=S)NC(C)=C1C(N)=O)CCCC2 (centres undefined),1,-7,0,-4,.,-4,0.6,0,-25
COc1ccccc1OCCCCOc1ccccc1C(C)=O,-5,-1,3,8,0,-40,-2.5,8,-4
COc1ccc(N2CCN(C(=O)Nc3ccccc3C)CC2)cc1,-13,-13,3,0,-2,-3,5.3,-4,-9
O=C1CC(C(=O)N2CCC(N3CCC(C(=O)NC4CC4)CC3)CC2)c2ccccc21 (centres undefined),5,0,-1,2,2,1,0.3,1,3
Cc1c(NC(=O)COC(=O)c2ccc(Br)o2)c(=O)n(-c2ccccc2)n1C,6,-2,-1,0,0,-4,1.1,3,-8
CCOc1ccc(NC(=O)CCNS(=O)(=O)c2ccc(Br)s2)cc1,-3,-8,-4,0,0,-16,-1.9,-3,-7
O=C(CSc1ccc2nnc(-c3ccc(F)cc3)n2n1)N1CCOCC1,-2,2,-3,1,.,-20,2.2,-1,-13
CCOC(=O)CCCNC(=O)COC(=O)CCC(=O)c1ccc(F)cc1,-11,-2,-2,3,-2,14,1.9,6,-10
CCOC(=O)c1cccc(N2C(=O)c3ccccc3S2(=O)=O)c1,-15,6,-1,2,1,-42,-0.7,5,-7
Cc1cccc2cc(C(c3nnnn3CC3CCCO3)N3CCOCC3)c(=O)[nH]c12 (centres undefined),1,0,-4,-1,3,5,0.2,-5,-7
CC(Cc1ccccc1)C(=O)NCCO (centres undefined),-9,-12,-2,1,0,3,0.5,-2,11
Cc1c(N2C(=O)c3ccc4c5c(ccc(c35)C2=O)CC4)c(=O)n(-c2ccccc2)n1C,-5,-1,-1,1,-3,0,-4.3,-2,0
CCOc1ccc(NC(=O)C(c2ccccn2)N(C(=O)CCl)c2ccc(OCC)cc2)cc1 (centres undefined),8,-2,-1,8,9,-15,1.4,0,-7
FC(F)(F)c1ccc(Oc2ccccc2Cl)nc1,-15,-5,3,6,1,2,2.0,-2,-23
COc1ccccc1-c1nnc(SCC(=O)NC2CCCCC2)o1,5,-9,4,4,-1,-2,1.4,-2,-16
Oc1ccc(N2CCN(c3nc(-c4cccs4)nc4ccccc34)CC2)cc1,6,7,0,1,37,15,-0.1,.,7
CC(=O)c1c(C)nn(CC(O)Cn2c3c(c4cc(C)ccc42)CCCC3=O)c1C (centres undefined),5,-7,0,3,-4,-21,0.9,-1,-17
CC1CCC(NC(=O)c2ccc(/C=C3\Oc4ccccc4N(C)C3=O)cc2)CC1 (centres undefined),8,-5,-5,4,0,5,2.2,0,-10
CCSC1=N/C(=C\c2cccc(F)c2)C(=O)S1,1,5,1,8,0,-4,1.9,1,-10
CCCCN(CC)C(=S)Nc1ccc2nc3n(c(=O)c2c1)CCCCC3,1,-4,-2,4,0,-1,0.0,0,-22
Cc1oc(-c2ccccc2Cl)nc1CSCC(=O)NC1CC1,-16,-7,0,1,0,12,2.4,5,-4
CCC[N+]1(CC#CC(O)(c2ccccc2)C2CCCCC2)CCCCC1 (centres undefined),-23,15*,-3,0,1,7,0.8,.,-12
CSc1nc2[nH]c3c(c2c2ncnn12)CCCC3,15,-12,-1,3,0,11,3.3,-6,-31
CCOc1cccc2cc(C(=O)NCc3cccnc3)c(=O)oc12,2,-11,0,-2,0,-3,-0.5,8,-20
COc1cc(C(=O)NC(=S)Nc2cccc3nc(C)ccc23)cc(OC)c1OC,-11,-8,0,-4,4,9,0.2,.,16

# Taken from above:
# `Cc1oc(-c2ccccc2Cl)nc1CSCC(=O)NC1CC1` @ BaF3 parental = 1
# `COc1cc(C(=O)NC(=S)Nc2cccc3nc(C)ccc23)cc(OC)c1OC` @ NPY2 pot ag = -11
# `CCC[N+]1(CC#CC(O)(c2ccccc2)C2CCCCC2)CCCCC1` (centres undefined) @ S1P4 ag = 0.8
# `CC1CCC(NC(=O)c2ccc(/C=C3\Oc4ccccc4N(C)C3=O)cc2)CC1` (centres undefined) @ Runt-CBFb FRET = 0
# `CCSC1=N/C(=C\c2cccc(F)c2)C(=O)S1` @ S1P4 ag = 1.9
# `CSc1nc2[nH]c3c(c2c2ncnn12)CCCC3` @ BaF3 parental = 3
# `CCCCN(CC)C(=S)Nc1ccc2nc3n(c(=O)c2c1)CCCCC3` @ NPY Y1 blocker = 0

# Reformatted as labelled records: part of the list above
> Cc1c(NC(=O)COC(=O)c2ccc(Br)o2)c(=O)n(-c2ccccc2)n1C
- NPY2 pot ag: 6
- RBBP9 inhibitor: -2
- Ba/F3 V617F tox: -1
- BaF3 parental: 0
- Runt-CBFb FRET: 0
- NPY1 pot ag: -4
- S1P4 ag: 1.1
- NPY Y1 blocker: 3
- S1P4 antagonist: -8

> CCOc1ccc(NC(=O)CCNS(=O)(=O)c2ccc(Br)s2)cc1
- NPY2 pot ag: -3
- RBBP9 inhibitor: -8
- Ba/F3 V617F tox: -4
- BaF3 parental: 0
- Runt-CBFb FRET: 0
- NPY1 pot ag: -16
- S1P4 ag: -1.9
- NPY Y1 blocker: -3
- S1P4 antagonist: -7

# New compounds follow:
SMILES,NPY2 pot ag,RBBP9 inhibitor,Ba/F3 V617F tox,BaF3 parental,Runt-CBFb FRET,NPY1 pot ag,S1P4 ag,NPY Y1 blocker,S1P4 antagonist
COc1ccc2c(c1)C1NC(=S)NC(C)(O2)C1C(=O)Nc1ccccc1C (centres undefined),-10,-6,3,5,4,-10,-3.9,-2,-6
Cc1ccccc1NP(=O)(c1ccccc1)c1nc2ccccc2s1 (centres undefined),-3,-4,2,4,1,-1,1.3,1,-21
CCO[C@H]1OC(C(=O)O)=C[C@@H](c2ccc(C(F)(F)F)cc2)[C@@H]1CCCO,-4,-3,-2,-4,-2,-15,-0.1,5,-1
COc1ccc(C(=O)N2CCN(Cc3cn[nH]c3-c3ccc(OC)cc3F)CC2)cc1,12,-9,3,4,1,-13,-1.2,-3,-2
Cc1ccc(-c2nc(N)s[n+]2-c2ccccc2)cc1,4,-2,4,11,9,-4,1.2,7,-9
CCn1c(=O)c(=O)[nH]c2cc(C(=O)NCC3CCCCC3)ccc21,12,-8,4,12,1,16,0.2,-4,-17
CC1(C)CNc2cc([N+](=O)[O-])ccc2S1,11,-7,3,4,-3,14,1.1,-5,-5
COCCCN(C(=S)NC(=O)c1ccc(C(C)(C)C)cc1)c1c(N)n(Cc2ccccc2)c(=O)[nH]c1=O,1,3,-2,5,0,11,0.1,-1,-30
O=c1ccc2cc(S(=O)(=O)Nc3ccc(F)cc3)ccc2o1,1,0,-1,3,-2,1,2.3,1,-4
N#CCSc1nnc(-c2ccc3c(c2)OCO3)o1,-25,-2,6,3,1,-30,-1.0,14,-2
CCCc1cc(=O)[nH]c(SCC(=O)NN(c2ccccc2)c2ccccc2)n1,0,8,-4,-2,0,-13,-0.5,0,-19
Cc1ccc(O)c(CNn2cnnc2)c1,1,3,7,5,-1,-4,-0.4,4,-5
COC(=O)c1ccccc1NC(=O)c1ccc(NS(C)(=O)=O)cc1,11,2,0,2,-2,-9,0.0,-2,-14
O=C1CC(=O)C(n2cncn2)C(c2cccc(Cl)c2)C1 (centres undefined),8,-6,-3,2,-1,12,1.3,4,16
Cn1nc(C(C)(C)C)c([N+](=O)[O-])c1C(=O)Nc1ccc(Br)cc1,5,-7,-4,-1,0,22,1.6,.,-2
Cc1ccccc1OCC(=O)N(Cc1ccc(N(C)C)cc1)C1CCS(=O)(=O)C1 (centres undefined),4,-4,0,6,0,4,1.4,13,-2
O=C(Oc1c(-c2ccccc2Cl)oc2ccccc2c1=O)c1ccc(Cl)cc1,28,-11,1,7,-8,11,1.3,0,-9
O=C(O)CSc1ncnc2sc3c(c12)CCC3,-29,-4,1,5,.,-15,0.0,17,-28
CC(=O)Nc1nnc(CCS(=O)(=O)c2ccc(Cl)cc2)s1,-5,-7,1,0,0,-9,-0.3,0,1
Cn1ncc2c(NNC(=O)c3ccc(Cl)cc3Cl)ncnc21,7,9,1,4,0,15,2.8,-2,-9
COC(=O)c1ccc(-c2ccc(/C=N/NC(=O)Cc3nnc(N)s3)o2)cc1,-22,-9,-1,-3,9,9,-0.1,.,9
CCCCN(Cc1ccccc1)C(=O)CCN1C(=O)C2C3C=CC(C3)C2C1=O (centres undefined),5,-7,3,11,1,-7,1.5,10,-35
Cc1cccc(C(=O)NNC(=O)c2ccc(-c3ccccc3)cc2)c1,5,-8,1,3,2,8,-0.7,-6,-2
NC(=Nc1ccc(N)cc1)C(N)=Nc1ccc(N)cc1,4,7,1,2,4,7,-0.3,.,10
Cc1[nH]c(=O)c(C#N)c(C)c1[N+](=O)[O-],-15,-2,0,0,-1,1,-0.9,.,-4
CCOCCCNCc1ccc(OCc2ccc(F)cc2)c(OC)c1,-1,-1,-1,6,1,5,-0.5,-1,8

# Screening results (PubChem)
